Growth percent in the NCI-60 one-dose screen (48 h, 10 µM unless noted): 100 = growth as untreated, 0 = no growth, -100 = all killed.
M14: M14 melanoma; 80,000 compounds, 6.2% hits
SK-MEL-28: SK-MEL-28 melanoma | 81,000 compounds, 4.1% hits | AID 1794761
A549/ATCC: A549/ATCC NSCLC; 81,000 compounds, 3.7% hits
SK-MEL-2: SK-MEL-2 melanoma. 77,000 compounds, 4.7% hits. AID 1794763
HOP-62: HOP-62 NSCLC. 80,000 compounds, 3.9% hits. AID 1794735
HOP-92: HOP-92 NSCLC cells; 71,000 compounds, 6.3% hits
EKVX: EKVX NSCLC; AID 1794765; 71,000 compounds, 3% hits
SK-MEL-5: SK-MEL-5 melanoma; 80,000 compounds, 6.4% hits
* = called active by the depositor; · = not tested or not shown; & = joins results of further samples. How the source made its calls: active means growth percent below 10; inactive means the rest.

The first 4 compounds as a preview:
[1] NC1N=C(SCC(=O)N2CCN(c3cc4c(cc3F)c(=O)c(C(=O)O)cn4C3CC3)CC2)NC(=O)/C1=C/c1ccc(Br)cc1 (stereo unspecified)
[2] O=S(=O)(NC(CI)CI)c1ccccc1
[3] CCOc1ccc2nc(N(Cc3ccncc3)C(C)=O)sc2c1
[4] COC(=O)[C@]12CC[C@@H](C)[C@H](C)[C@@H]1C1=CC[C@@H]3[C@@]4(C)C[C@@H](OC(C)=O)[C@H](O)[C@@](C)(COC(C)=O)[C@@H]4[C@H](O)C[C@@]3(C)[C@]1(C)CC2
assay / compound	1	2	3	4
M14	105	76	100	-73*
SK-MEL-28	108	76	102	-88*
A549/ATCC	104	80	98	-86*
SK-MEL-2	105	60	106	-74*
HOP-62	101	100	·	-84*
HOP-92	112	·	99	-67*
EKVX	101	·	101	-89*
SK-MEL-5	101	70	102	-100*

The whole of this part, repeating the preview:
[1] NC1N=C(SCC(=O)N2CCN(c3cc4c(cc3F)c(=O)c(C(=O)O)cn4C3CC3)CC2)NC(=O)/C1=C/c1ccc(Br)cc1 (stereo unspecified)
[2] O=S(=O)(NC(CI)CI)c1ccccc1
[3] CCOc1ccc2nc(N(Cc3ccncc3)C(C)=O)sc2c1
[4] COC(=O)[C@]12CC[C@@H](C)[C@H](C)[C@@H]1C1=CC[C@@H]3[C@@]4(C)C[C@@H](OC(C)=O)[C@H](O)[C@@](C)(COC(C)=O)[C@@H]4[C@H](O)C[C@@]3(C)[C@]1(C)CC2
[5] CN(CCO)c1oc(-c2ccccc2)nc1[P+](c1ccccc1)(c1ccccc1)c1ccccc1
[6] N#Cc1c(-c2ccccn2)nc(SCC(=O)c2ccc(Br)cc2)[nH]c1=O
assay / compound	1	2	3	4	5	6
M14	105	76	100	-73*	12	100
SK-MEL-28	108	76	102	-88*	12	114
A549/ATCC	104	80	98	-86*	22	95
SK-MEL-2	105	60	106	-74*	-34*	98
HOP-62	101	100	·	-84*	13	98
HOP-92	112	·	99	-67*	-24*	98
EKVX	101	·	101	-89*	18	103
SK-MEL-5	101	70	102	-100*	-93*	103

[7] O=C1OC(=O)c2c1cc1ccccc1c2-c1ccccc1
[8] CC(C)Sc1ncnc2nc[nH]c12
[9] O=CN(Cc1nc2ccccc2[nH]1)c1ccc(C(=O)O)cc1
[10] CN(C)C(=O)C1=NC(Cc2ccccc2)C(=O)N(c2ccc(Cl)cc2)N1 (stereo unspecified)
[11] O=c1sc2ncnc3ncn1c32
[12] CC1(C)C=C2[C@H]3CC[C@@H]4[C@@]5(C)CCCNC(C)(C)[C@@H]5CC[C@@]4(C)[C@]3(C)CC[C@@]2(CO)CC1
assay / compound	7	8	9	10	11	12
M14	102	105	116	94	15	103
SK-MEL-28	96	83	123	103	100	104
A549/ATCC	99	92	107	102	104	98
SK-MEL-2	103	108	106	105	82	106
HOP-62	88	105	101	117	42	104
HOP-92	105	92	·	101	50	96
EKVX	103	95	103	97	·	100
SK-MEL-5	102	104	106	101	89	99

An excerpt from above in order of molar mass, low to high.
[7] O=C1OC(=O)c2c1cc1ccccc1c2-c1ccccc1
[9] O=CN(Cc1nc2ccccc2[nH]1)c1ccc(C(=O)O)cc1
[12] CC1(C)C=C2[C@H]3CC[C@@H]4[C@@]5(C)CCCNC(C)(C)[C@@H]5CC[C@@]4(C)[C@]3(C)CC[C@@]2(CO)CC1
assay / compound	7	9	12
M14	102	116	103
SK-MEL-28	96	123	104
A549/ATCC	99	107	98
SK-MEL-2	103	106	106
HOP-62	88	101	104
HOP-92	105	·	96
EKVX	103	103	100
SK-MEL-5	102	106	99

Next section
[13] CSc1nc2c(c(=O)[nH]1)C1C(=C(c3ccc(Cl)cc3)N2)C(=O)N(Cc2ccccc2)c2ccccc21 (stereo unspecified)
[14] NC(=O)c1n[nH]c(=S)[nH]c1=O
[15] Cc1cc(=O)oc2cc(Oc3nc(-c4cccs4)cn4c(-c5ccc(Cl)cc5)cnc34)ccc12
[16] N#Cc1c(N)nc2c(c(N)nn2-c2ccccc2)c1-c1ccc(Cl)cc1
[17] CN1C(=O)C(Nc2ccc(C(=O)Nc3ccc(Cl)cc3)cc2)=C(c2ccccc2)C1=O
[18] O=S(=O)(NCCCNc1cc(-c2c(-c3cccc(O)c3)nc3sccn23)ccn1)c1cccc(F)c1
assay / compound	13	14	15	16	17	18
M14	73	100	39	102	81	85
SK-MEL-28	85	110	60	104	80	95
A549/ATCC	38	125	92	39	69	90
SK-MEL-2	64	114	106	110	61	89
HOP-62	94	100	93	60	76	99
HOP-92	77	114	84	71	89	77
EKVX	·	107	108	57	77	67
SK-MEL-5	58	119	70	94	73	60

[19] CC(=O)Nc1ccc(S(=O)(=O)CCc2ccncc2)cc1
[20] Clc1ccc(CSCc2ccc(Cl)cc2)cc1
[21] CC(=O)Oc1ccc(OC(C)=O)c(C(=O)O)c1
[22] COc1ccc2c(c1)c1n[nH]c(=S)nc1n2CC(=O)O
[23] Cc1nc2ncccc2c(=O)n1-c1ccc(S(=O)(=O)Nc2nccs2)cc1
[24] CC(=O)N(CC(O)CO)c1c(I)c(C(=O)NCCO)c(I)c(C(=O)NCC(O)CO)c1I (stereo unspecified)
assay / compound	19	20	21	22	23	24
M14	97	113	107	103	88	93
SK-MEL-28	107	119	112	110	107	112
A549/ATCC	93	105	96	101	81	100
SK-MEL-2	79	107	89	111	100	96
HOP-62	86	101	100	109	84	99
HOP-92	77	·	97	132	91	·
EKVX	104	·	·	96	101	105
SK-MEL-5	100	98	96	102	106	92

[25] NC(=O)C1(Nc2ccc(Cl)cc2)CCCC1
[26] COC1=C[C@]23CCC(=O)N2CCc2cc4c(cc2[C@@H]3[C@@H]1OC(=O)C(C)(C)O)OCO4
[27] Clc1ccccc1CSc1ncnc2nc[nH]c12
[28] COc1ccc(C(=O)COc2ccc3c(c2)O/C(=C\c2ccc(Cl)cc2)C3=O)cc1
[29] COc1cc(/C=N\NC(=O)c2ccncc2)ccc1O
[30] C=CCN(CN(CC)CC)CN(CC)CC
assay / compound	25	26	27	28	29	30
M14	102	100	105	105	108	101
SK-MEL-28	118	101	103	105	103	98
A549/ATCC	131	99	91	82	95	97
SK-MEL-2	99	107	96	92	109	106
HOP-62	101	101	101	104	·	102
HOP-92	64	·	80	84	125	·
EKVX	99	93	108	105	115	109
SK-MEL-5	95	99	96	59	97	110

[31] CCOC(=O)CC(C)(C)C1CC1
[32] COc1ccc(-c2nc3c(c(C)nn3-c3ccc(F)cc3)c(=O)[nH]2)cc1
[33] COC(=O)c1c([N+](=O)[O-])ncn1[C@H]1OC[C@@H](OC(C)=O)[C@@H](OC(C)=O)[C@@H]1OC(C)=O
[34] Cn1c(=O)c2c(nc(Nc3nc(Nc4ccc(S(N)(=O)=O)cc4)cs3)n2Cc2ccccc2)n(C)c1=O
[35] COc1ccc2c(c1)c(-c1cc(N)n3nc(-c4cn(C)c5ccccc45)cc3n1)cn2C
[36] FC(F)(F)c1cccc(Oc2ccc(Nc3ncnc4ccc(OCCCN5CCOCC5)cc34)cc2Cl)c1
assay / compound	31	32	33	34	35	36
M14	100	83	101	93	-83*	-36*
SK-MEL-28	109	97	117	105	-92*	21
A549/ATCC	103	46	71	95	-45*	49
SK-MEL-2	101	92	88	101	-92*	83
HOP-62	95	59	98	98	-60*	62
HOP-92	91	92	95	83	-75*	42
EKVX	·	82	109	90	-63*	33
SK-MEL-5	102	79	98	99	-58*	59

[37] O=C(CCCCCCN1CC(=O)N2[C@@H](C3CCCCC3)c3[nH]c4ccccc4c3C[C@H]2C1=O)NO
[38] Cc1c(C(=O)Nc2ccccc2)nnn1-c1ccc(Cl)cc1
[39] COc1ccccc1CNC(=O)C1CSC2c3ccccc3C(=O)N12 (stereo unspecified)
[40] CCOC(=O)c1cc(CCCSc2ccc(-c3noc(C(F)(F)F)n3)cc2C)on1
[41] CC(=O)CC(=O)SC1=NCCS1
[42] Oc1cccc(-c2nc(-c3n[nH]c(=S)n3-c3ccccc3)cc3c2[nH]c2ccccc23)c1
assay / compound	37	38	39	40	41	42
M14	64	98	104	100	113	25
SK-MEL-28	61	105	117	104	115	31
A549/ATCC	87	101	79	97	88	48
SK-MEL-2	69	104	96	109	131	-9.5*
HOP-62	66	107	104	95	123	28
HOP-92	59	134	102	93	101	63
EKVX	78	100	107	98	111	50
SK-MEL-5	66	98	104	100	112	9.8*

The listing continues.
Every second line gives: M14	SK-MEL-28	A549/ATCC	SK-MEL-2	HOP-62	HOP-92	EKVX	SK-MEL-5
(43) Cc1ccc2nc(SCC(=O)Nc3ccc(-c4nc5ccccc5s4)c(Cl)c3)[nH]c2c1
→ 111	118	98	105	114	98	119	102
(44) O=C(Nc1ccc(Br)cc1F)c1cc(Br)ccc1O
→ 8.0*	8.3*	8.2*	-25*	13	-15*	9.8*	-94*
(45) O=C(O)c1cccc([N+](=O)[O-])c1C(=O)O
→ 93	110	100	97	108	96	·	96
(46) CC[C@H](C)[C@H]1NC(=O)Nc2nc3ccccn3c2C1=O
→ 99	110	99	90	90	102	·	104
(47) C[n+]1ccccc1C=O
→ 108	107	95	110	104	103	·	109
(48) Brc1ccc(N/N=C/c2c[nH]c3ccccc23)nc1
→ 14	64	38	84	32	-28*	24	52
(49) COc1ccc(CCN(C)CCCC(C#N)(c2cc(OC)c(OC)c(OC)c2)C(C)C)cc1OC (stereo unspecified)
→ 98	102	91	98	99	86	·	99
(50) CS(=O)(=O)c1ccc(/C(=N/NC(N)=S)c2ccc(F)cc2)cc1
→ 104	114	108	112	105	112	93	102
(51) O=C1Nc2c(sc3ccc(Cl)cc23)C(c2ccc3ccccc3c2)N1 (stereo unspecified)
→ 93	102	96	100	86	75	84	97
(52) CN(CCC#N)c1ccc(/C=C(\C#N)c2cccc(C(F)(F)F)c2)cc1
→ 56	72	36	51	82	·	·	58
(53) C=CCn1c(C)nc2cc(Nc3nc(N4CCOCC4)nc4nc[nH]c34)ccc21
→ 97	102	95	·	68	4.2*	·	96
(54) O=C(O)c1ccc(-c2nn(-c3ccc(C(F)(F)F)cc3)cc2CNc2cccc(Br)c2)cc1
→ 85	94	67	84	110	100	84	88
(55) O=C1NC(=O)C(c2ccccc2)(C2CCCC2)N1 (stereo unspecified)
→ 100	115	99	95	101	97	105	96
(56) CC(=O)/C(C)=N\OC(=O)Nc1ccccc1
→ 101	112	103	107	95	93	96	99
(57) O=C(CCl)NC(Cc1c[nH]c2ccccc12)C(=O)O (stereo unspecified)
→ 94&96	103&105	81&102	115&101	79&94	97&99	98&105	99&108
(58) CC(C)(NC(=O)O[C@H]1CCNC1)c1csc(-c2ccc(F)cc2)n1
→ 93	93	100	102	100	·	99	98
(59) COc1cc(/C=C2\C(=O)N(CCCCCCOc3cc(O)c4c(=O)cc(-c5ccccc5)oc4c3)c3ccccc32)cc(OC)c1OC
→ 93	100	87	106	86	68	92	90
(60) O=c1oc2c(cc1-c1ccc(F)cc1)C(O)Oc1ccccc1-2 (stereo unspecified)
→ ·	89	89	76	·	49	51	35
(61) COc1ccc(/C=C/C(=O)c2ccc(NC(=O)CSc3nc(-c4ccc(OC)c(OC)c4)c(C#N)c(=O)[nH]3)cc2)cc1OC
→ 95	·	80	90	91	93	80	·
(62) CCN(CC)CCSCCN(CC)CC
→ 111	103	103	·	108	·	·	100
(63) COc1cc(OC)c(C(=O)/C=C/c2ccc(C(F)(F)F)cc2)c(OC)c1
→ 59	67	53	45	55	97	·	62
(64) Cc1ccc(S(=O)(=O)c2nc(-c3ccccc3)oc2Sc2nc3ccccc3s2)cc1
→ 13	109	101	89	97	74	97	53
(65) CCCN1C(=O)c2c(F)c(F)c(F)c(F)c2C1=O
→ 96	99	86	99	98	92	96	97
(66) COc1cc2c(Nc3ccc(-c4ccc(N)cc4)cc3)ncnc2c(OC)c1OC
→ 14	76	29	18	86	·	59	-25*
(67) CCCNC(=O)Oc1ccc(/C(=C(/C)Cc2ccc(OC)cc2)c2ccc(OCCN(CC)CC)cc2)cc1
→ 91	97	80	91	104	53	96	93
(68) N#Cc1ccc(C(=O)c2c(N)c(C#N)cn2Cc2ccc(Cl)cc2Cl)cc1
→ 102	95	101	109	102	93	100	98
(69) COc1ccc(C(=O)C(CCC(CNC(C)(C)C)C(=O)c2ccc(OC)cc2)CNC(C)(C)C)cc1 (stereo unspecified)
→ 90	97	88	100	101	95	·	88
(70) CCCCn1c(-c2ccc(C(=O)O/N=C(\N)c3ccc(OC)cc3)cc2)nc(-c2ccccc2)c1-c1ccccc1
→ 51	47	-32*	53	12	-69*	-79*	42
(71) COC(=O)CCc1c(/C=C2\N=C(c3ccc[nH]3)C=C2OC)[nH]c(C)c1C(=O)OCc1ccccc1
→ -25*	17	12	-28*	-4.0*	-9.4*	27	-52*
(72) C=C1C(=O)O[C@H]2[C@H]1CC/C(Cn1cc(CCC)nn1)=C\CC[C@@]1(C)O[C@@H]21
→ 12	8.0*	68	45	74	-11*	77	53
(73) COc1ccc(NC(=O)c2sc3nc(C)c(C(C)=O)cc3c2N)cc1
→ 100	94	84	98	99	95	97	94

4 compounds drawn at random from the list so far, as already listed:
Every second line gives: M14	SK-MEL-28	A549/ATCC	SK-MEL-2	HOP-62	HOP-92	EKVX	SK-MEL-5
(70) CCCCn1c(-c2ccc(C(=O)O/N=C(\N)c3ccc(OC)cc3)cc2)nc(-c2ccccc2)c1-c1ccccc1
→ 51	47	-32*	53	12	-69*	-79*	42
(63) COc1cc(OC)c(C(=O)/C=C/c2ccc(C(F)(F)F)cc2)c(OC)c1
→ 59	67	53	45	55	97	·	62
(65) CCCN1C(=O)c2c(F)c(F)c(F)c(F)c2C1=O
→ 96	99	86	99	98	92	96	97
(73) COc1ccc(NC(=O)c2sc3nc(C)c(C(C)=O)cc3c2N)cc1
→ 100	94	84	98	99	95	97	94

Screening results: PubChem, NCI
